# Efflux pump mplx: blocks antifungal efflux pumps in multiplex yeast assay | inhibition, % at 10 µM | S. cerevisiae Candida pump triplex, Nile Red efflux | AID 485275 | hit rate 0.44% among 330,000;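 active means plate passing quality check with inhibition over a set limit, or well fluorescence over plate mean plus 4 SD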;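 further: Nile Red retained in pooled yeast measured as flow cytometry median fluorescence; 0% = buffer negative control and 100% = Enniatin B positive control; higher means more Nile Red kept so more efflux inhibition; some compounds called inactive have numbers as strong as hits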
# MCL1-BIM inh: inhibitors of human MCL1 binding to BIM-BH3 peptide | inhibition, % at 10.9 µM | hit rate 0.68% among 320,000 | Q07820 | GST-MCL1 / FITC-Bim-BH3 fluorescence polarization;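 active means inhibition above the mean inhibition of all tested compounds plus 3 SD, set per campaign, cut at about 40% in these data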;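 further: 0% = DMSO wells and 100% = unlabeled Bim-BH3 peptide control; higher means more loss of mP so more displacement of Bim peptide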
# Target sequence (Q07820 whole entry, looked up): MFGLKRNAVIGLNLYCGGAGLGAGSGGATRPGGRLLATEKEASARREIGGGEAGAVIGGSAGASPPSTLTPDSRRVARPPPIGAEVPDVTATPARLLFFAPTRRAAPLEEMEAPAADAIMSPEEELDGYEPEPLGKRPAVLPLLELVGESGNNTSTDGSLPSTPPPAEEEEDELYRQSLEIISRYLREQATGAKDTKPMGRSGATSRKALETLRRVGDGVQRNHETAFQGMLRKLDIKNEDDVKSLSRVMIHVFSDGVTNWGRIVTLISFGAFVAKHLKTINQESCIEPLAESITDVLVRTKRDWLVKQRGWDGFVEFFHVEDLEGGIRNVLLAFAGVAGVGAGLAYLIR
# ZTA counter: blocks Epstein-Barr virus ZTA, an EBNA-1 counter-screen. P03206. ZTA-DNA binding, fluorescence polarization. inhibition, % at 11 µM. hit rate 0.15% among 320,000; in the data active means inhibition above about 33%
# Target sequence (P03206 whole entry, looked up): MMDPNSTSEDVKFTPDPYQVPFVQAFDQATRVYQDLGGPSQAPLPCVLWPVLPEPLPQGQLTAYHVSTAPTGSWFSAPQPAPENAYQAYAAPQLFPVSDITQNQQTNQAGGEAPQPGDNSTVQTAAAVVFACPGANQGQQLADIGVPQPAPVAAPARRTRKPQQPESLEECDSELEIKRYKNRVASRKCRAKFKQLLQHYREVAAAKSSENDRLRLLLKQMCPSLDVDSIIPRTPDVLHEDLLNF
# Fam108B counter: Fam108B inhibition, counter-screen for RBBP9 inhibitors. recombinant Fam108B, FP-Rh probe fluorescence polarization. hit rate 0.33% among 300,000. AID 1947. inhibition, % at 9.51 µM;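 active means inhibition above the screen mean inhibition plus 3 SD, computed separately per campaign, cut at about 18% in these data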;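 further: inhibitors lower polarization as less probe binds the enzyme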
# Bcl-xL primary: inhibitors of human Bcl-xL | Q07817 | GST-Bcl-xL / FITC-Bim BH3 peptide fluorescence polarization | inhibition, % at 10.9 µM | hit rate 0.7% among 320,000 | AID 2129;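 active means inhibition above the mean of all tested compounds plus 3 SD, cutoff set per campaign, cut at about 30% in these data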;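 further: 0% = DMSO wells and 100% = unlabeled Bim-BH3 peptide competitor; inhibitors lower millipolarization by displacing the labeled peptide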
# GLD-1 TGE inh: GLD-1-TGE RNA interaction inhibition (C. elegans); purified GLD-1 + fluorescein TGE RNA, fluorescence polarization; hit rate 0.44% among 320,000; inhibition, % at 5.96 µM;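 active means percent inhibition above a per-plate cutoff, the plate mean of test compounds plus 3 SD, cut at about 30% in these data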;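 further: 0% = DMSO wells with GLD-1 and probe and 100% = wells lacking GLD-1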
# EBNA-1 inhibitor: blocks EBNA-1 binding to DNA | EBNA-1 DNA binding, fluorescence polarization | inhibition, % at 14.8 µM | hit rate 0.34% among 300,000 | AID 1950; in the data active means inhibition above about 28%
# MEX-5 binding: C. elegans MEX-5 TCR-2 RNA binding activity; MEX-5/FITC-TCR2 RNA binding, fluorescence polarization; hits give low values; hit rate 0.38% among 300,000; Q9XUB2; AID 1832; activity score (negative = inhibition of binding), % at 10 µM;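 active means inhibition past about -25% in most replicates, and total fluorescence under double the plate's negative control median, limit read from the data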;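 further: 0% = DMSO and -100% = 5 µM competing unlabeled TCR2 RNA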
# Target sequence (Q9XUB2 whole entry, looked up): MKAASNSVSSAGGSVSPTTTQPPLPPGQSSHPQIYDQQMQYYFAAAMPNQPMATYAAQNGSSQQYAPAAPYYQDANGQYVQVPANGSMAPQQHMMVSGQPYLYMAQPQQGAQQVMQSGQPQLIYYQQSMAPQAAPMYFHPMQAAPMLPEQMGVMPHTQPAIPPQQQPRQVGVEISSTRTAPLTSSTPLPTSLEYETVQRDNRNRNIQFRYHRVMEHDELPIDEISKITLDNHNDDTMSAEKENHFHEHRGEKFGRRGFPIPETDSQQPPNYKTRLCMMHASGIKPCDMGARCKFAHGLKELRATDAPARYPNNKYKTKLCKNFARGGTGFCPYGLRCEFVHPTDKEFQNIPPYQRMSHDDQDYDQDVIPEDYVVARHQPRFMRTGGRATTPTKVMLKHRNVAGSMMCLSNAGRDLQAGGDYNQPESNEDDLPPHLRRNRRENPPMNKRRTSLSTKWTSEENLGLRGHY
# Yeast superoxide: lowers age-related superoxide in aged yeast cells; S. cerevisiae aged cells, superoxide DHE fluorescence; hits give low values; hit rate 0.18% among 330,000; superoxide response (% of plate mean), % at 10 µM;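 active means superoxide response under a set limit, about three screen SD below normal, cut at about 65% in these data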;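 further: yeast aged for seven days with compound at 30 °C before DHE staining; 100% = average MFI of all compound-treated wells on the plate with controls excluded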
# Active calls of the source: *; nt = no result given.
SMILES,Efflux pump mplx,MCL1-BIM inh,ZTA counter,Fam108B counter,Bcl-xL primary,GLD-1 TGE inh,EBNA-1 inhibitor,MEX-5 binding,Yeast superoxide
N=c1c(C(=O)NCc2ccco2)cc2c(=O)n3ccccc3nc2n1C1CCCC1,0.0,63.0*,4.4,1.8,54.4*,21.6,5.4,-4.6,101.9
CCN(CC(=O)NCc1ccncc1)S(=O)(=O)c1cc(Cl)ccc1Cl,-0.1,2.2,-7.5,5.5,0.6,2.6,2.9,1.8,96.9
Clc1nn2cnnc2c2ccccc12,-0.1,-3.5,4.1,0.7,4.5,4.0,-0.4,-1.4,97.7
COCCn1c(SCC(=O)NCc2ccc3c(c2)OCO3)nc2ccccc2c1=O,-0.1,-4.6,1.1,-0.7,0.2,-8.1,-7.8,-1.0,114.1
CCn1c(CNc2ccc(F)cc2)nnc1SCCN1CCCCC1,0.0,5.3,1.4,-1.3,0.7,2.2,-0.8,2.1,100.3
CCOc1ccc(NC(=O)CCC(=O)NNC(=O)c2ccco2)cc1,0.2,-0.8,7.3,-6.2,1.8,-0.4,2.7,-3.9,99.3
O=C(NCCCn1ccnc1)c1cc2ccccc2oc1=O,-0.2,7.9,12.7,1.1,4.2,0.5,-3.3,1.2,99.0
OCCc1c[nH]c2cc(F)ccc12,-0.1,4.2,-3.0,3.3,3.3,9.3,1.2,-0.1,100.1
CCOc1ccc(-n2c(O)c(/C=N/Nc3nc(C)cc(C)n3)c3ccccc3c2=O)cc1,0.1,9.1,2.0,3.7,3.2,-0.5,0.3,nt,92.9
CCc1nnc2n1N=C(c1ccc(Cl)cc1Cl)CS2,0.1,1.0,-5.9,2.5,-1.0,2.4,0.6,-1.7,99.1
O=C(CSc1nnc(-c2ccc(Cl)cc2Cl)n1C1CCCCC1)NC1CCS(=O)(=O)C1 (stereo not drawn),0.2,-5.8,-0.5,-3.4,-1.4,-1.5,-3.1,0.2,95.3
COc1ccccc1NC(=O)CCCn1c(=S)[nH]c2ccccc2c1=O,0.0,-0.9,-0.8,0.6,-3.4,-11.0,7.3,1.3,76.8
Cc1ccc2c(C(=O)CN3CCCC3)c(C)[nH]c2c1,-0.1,-3.4,14.7,0.9,-0.8,-8.9,-2.6,-2.5,114.9
CCCCN(C(=O)CSc1cc(C)c2ccc(OC)cc2n1)c1c(N)n(Cc2ccccc2)c(=O)[nH]c1=O,0.2,4.8,-6.7,-1.6,6.4,3.8,-11.0,1.6,87.5
CCC(=O)N1CCN(c2ccccc2NC(=O)c2ccc([N+](=O)[O-])o2)CC1,0.1,-0.2,18.2,-0.4,-0.4,-6.1,0.4,-1.3,124.9
CC(C)(C)[C@H]1C=C(C(=O)O)O[C@@H](OCc2ccc(CO)cc2)C1,0.1,-3.3,-8.9,1.5,3.7,20.9,-17.1,-2.9,111.0
CCN(CC)C(=O)Cn1cc(C(=O)C(=O)N2CCN(c3ccc(OC)cc3)CC2)c2ccccc21,-0.1,-2.7,-24.6,0.0,-0.6,11.4,0.1,1.8,95.6
CN(C)N=Nc1ccc(S(N)(=O)=O)cc1,-0.3,0.6,-1.9,2.2,3.8,-1.7,-1.4,0.5,100.3
CCNc1nc(Sc2ccc(C)cc2)cc(C(F)(F)F)n1,0.5,4.6,1.3,0.0,1.5,-0.7,5.8,-0.7,109.6
OCCc1c[nH]c2ccc(C(F)(F)F)cc12,-0.1,-3.8,2.3,2.8,5.3,7.3,2.8,-1.2,105.2

# Arranged by formula weight (low to high): 3 of the compounds above.
SMILES,Efflux pump mplx,MCL1-BIM inh,ZTA counter,Fam108B counter,Bcl-xL primary,GLD-1 TGE inh,EBNA-1 inhibitor,MEX-5 binding,Yeast superoxide
CCOc1ccc(NC(=O)CCC(=O)NNC(=O)c2ccco2)cc1,0.2,-0.8,7.3,-6.2,1.8,-0.4,2.7,-3.9,99.3
COc1ccccc1NC(=O)CCCn1c(=S)[nH]c2ccccc2c1=O,0.0,-0.9,-0.8,0.6,-3.4,-11.0,7.3,1.3,76.8
CCOc1ccc(-n2c(O)c(/C=N/Nc3nc(C)cc(C)n3)c3ccccc3c2=O)cc1,0.1,9.1,2.0,3.7,3.2,-0.5,0.3,nt,92.9

# Later entries
SMILES,Efflux pump mplx,MCL1-BIM inh,ZTA counter,Fam108B counter,Bcl-xL primary,GLD-1 TGE inh,EBNA-1 inhibitor,MEX-5 binding,Yeast superoxide
CCc1nnc(NC(=O)c2cc3ccccc3oc2=O)s1,0.0,8.9,2.4,-3.2,2.7,5.4,-8.7,-0.4,103.2
Cc1cc(C)n2nc(SCC(=O)N(CCC#N)c3ccc(F)cc3)nc2n1,0.1,-8.4,-1.4,nt,-3.0,-7.5,nt,nt,89.6
Cc1ccc(CNc2nc3ccc(C)cc3n3cnnc23)cc1,0.0,-5.7,0.0,-0.8,-2.5,2.3,7.9,4.8,121.1
Cc1c(C(=O)NC(=S)NCc2cccnc2)cccc1[N+](=O)[O-],0.5,4.4,-1.9,0.1,0.8,-8.0,-2.4,1.2,120.2
Cc1ccc(S(=O)(=O)Nc2nc(C)c(C(=O)NNS(=O)(=O)c3cc(C)ccc3C)s2)cc1,0.1,8.4,10.1,0.7,5.3,3.6,0.4,2.3,96.0
CCCCCn1c(=O)c(-c2nc3ccccc3[nH]2)c(O)c2ccccc21,1.1,1.1,2.5,3.0,-1.0,-4.2,-15.4,0.0,88.1
Cc1ccc(-c2c[n+](CC(=O)Nc3c(C)cccc3C)c3n2CCC3)cc1,0.3,0.9,7.6,-5.0,2.3,-2.8,-10.5,-0.8,114.3
CC(C)Cc1nnc(NC(=O)CN2C(=O)NC3(CCCC3)C2=O)s1,0.0,-3.4,0.5,0.1,-3.0,1.1,14.8,2.9,104.8
CCN(CC)C(=O)c1[nH]cnc1C(=O)NCC(=O)OC(C)(C)C,-0.1,-0.1,1.6,2.1,3.0,-4.5,2.1,0.8,98.3
COc1cccc(CN(C)CC(O)COc2cc(Cl)ccc2Cl)c1 (stereo not drawn),0.1,0.3,-3.7,-2.4,2.9,3.4,-4.3,-4.8,87.8
Cc1cc(C)c(O)c(-c2cc(C(=O)Nc3c(C)n(C)n(-c4ccccc4)c3=O)[nH]n2)c1,0.0,6.2,-18.3,1.5,-0.3,-10.0,-13.6,-0.9,113.2
Cc1ccc(NC(=O)CCC(=O)c2ccc(Cl)s2)nc1,-0.1,22.9,5.8,nt,9.0,-0.8,nt,nt,96.5
O=C(N/N=C/c1cccnc1)c1cc(-c2ccccc2Cl)nc2ccccc12,0.0,-2.0,-21.7,1.9,1.4,10.5,5.3,-0.1,81.2
COC(=O)c1ccccc1Sc1c(/C=N/OCc2ccc(Cl)cc2)c(C(F)(F)F)nn1C,0.4,-4.3,4.8,-4.5,-3.0,5.5,-4.8,-1.1,100.0
CCc1c(C)nc(N2CCOCC2)[nH]c1=O,-0.1,5.6,-1.8,-1.0,5.4,4.2,8.5,0.6,83.1
COc1ccccc1N(C(=O)c1ccco1)C(C(=O)NC1CCCC1)c1ccncc1 (stereo not drawn),-0.1,8.2,0.5,0.9,5.0,-0.2,8.9,-0.2,85.8
O=C(Nc1ccccc1)N1CCN(CCc2ccccc2)CC1,0.0,8.0,-4.5,0.1,2.1,-3.0,-1.4,-1.2,109.9
O=c1c2cc(NC(=S)NC3CC3)ccc2nc2n1CCCCC2,0.0,12.1,1.4,0.1,5.5,1.8,0.8,0.6,100.2
Cc1ccc(-c2ccc(C#N)c(=O)n2CC(=O)N(C)C)cc1,0.0,5.2,-19.9,0.5,1.1,-9.7,-10.4,-0.6,102.7
O=C(O)C1CCCCC1C(=O)NCCCCc1ccccc1 (stereo not drawn),-0.1,2.0,-13.5,4.8,7.2,1.3,-8.2,-0.5,109.2
CC(C)(C)NC(=O)CSc1nnc(C2CC2)n1-c1ccccc1,-0.2,0.7,-8.6,-2.9,1.6,2.2,-4.3,0.8,105.2
CN(C)S(=O)(=O)Nc1ccccn1,-0.2,0.2,-12.0,-2.1,2.1,4.5,7.1,-3.5,79.3
COc1ccc(C(=O)Nn2cnc3ccccc3c2=O)c(OC)c1,0.0,-0.3,-5.2,2.1,-1.0,5.9,-11.3,3.1,118.1
CCn1c2ccccc2c2nnc(SCC(=O)OCN3C(=O)c4ccccc4C3=O)nc21,-0.1,1.2,-3.6,-0.5,-0.8,10.0,1.8,-0.8,93.3
CC(=O)c1cccc(NC(=O)Nc2ccc3c(c2)CCC3)c1,0.0,1.6,-1.5,0.5,3.9,2.1,5.6,-1.0,105.8
C=C(C)CSc1nnc(-c2cccc(Cl)c2)n1N,0.0,-5.8,14.7,0.6,-6.7,2.3,5.7,-4.7,104.2
CCOc1cnn(Cc2ccccc2)c(=O)c1SCc1ccccc1,0.0,0.3,2.3,3.2,5.8,3.4,11.8,1.3,100.7
COc1ccc(N(C(=O)CCl)C(C(=O)NCCc2ccccc2)c2cccs2)cc1 (stereo not drawn),-0.1,-0.3,-5.0,-4.2,6.3,2.9,-4.9,0.4,76.7
COc1ccc(N(C(=O)Cn2nnc3ccccc32)C(C(=O)NCc2ccco2)c2cccnc2)cc1 (stereo not drawn),-0.1,4.2,2.6,9.7,6.8,-5.1,-3.9,3.0,80.1
COc1ccc(/C=N/Nc2cc(=O)n(C)c(=O)n2C)cc1OC,0.7,-4.2,-15.6,-0.6,1.6,1.3,-11.1,-0.4,96.1
COc1ccc(C2C(C(=O)c3ccco3)=C(O)C(=O)N2c2nnc(C)s2)cc1 (stereo not drawn),0.2,32.0,2.7,-0.2,25.8,23.9,2.1,-5.8,102.0
Cc1nc(NC(=O)C2CC2)sc1C(=O)Nc1ccc(Br)cc1,-0.1,-0.9,5.5,-1.8,7.6,1.7,-5.4,1.7,97.4
Cc1cc(=O)oc2cc(OC(C)C(=O)NC3(C#N)CCCCC3)ccc12 (stereo not drawn),-0.1,-1.5,-8.1,nt,1.0,6.0,nt,nt,84.7
O=C(C1=COCCO1)N1CCN(S(=O)(=O)c2cccc(F)c2)CC1,-0.1,-3.4,9.4,nt,5.7,3.8,nt,nt,102.1
C=CC[n+]1c(-c2ccc(C)cc2)csc1NNC(=O)Nc1ccccc1,-0.2,-8.9,-21.4,-2.8,-3.1,-11.8,-7.6,-0.2,85.4
CCC(C)(C)n1nnnc1C(c1cccc(C#N)c1)N1CCN(c2cc(C)ccc2C)CC1 (stereo not drawn),0.0,4.8,-11.5,1.8,3.2,0.8,-17.6,-3.0,123.4
CCCCN(C(=O)CSCC(=O)Nc1cccc(C)c1)c1c(N)n(CCCC)c(=O)[nH]c1=O,0.0,-4.7,-13.8,-1.6,-4.3,5.4,-8.7,-3.8,103.8
NC(=O)CSC1=Nc2ccccc2C2=NC(CCC(=O)NCc3ccc(F)cc3)C(=O)N12 (stereo not drawn),0.2,-4.6,-4.7,-7.7,-5.7,0.3,-3.7,-4.4,87.6
O=C(NCC1CCN(C(=O)c2ccc([N+](=O)[O-])cc2)CC1)C(=O)Nc1ccccc1,0.1,0.7,-0.4,3.9,4.4,5.8,0.2,1.6,77.5

# Whole records, looked up by structure. Values in the order: Efflux pump mplx	MCL1-BIM inh	ZTA counter	Fam108B counter	Bcl-xL primary	GLD-1 TGE inh	EBNA-1 inhibitor	MEX-5 binding	Yeast superoxide
# Entry for NC(=O)CSC1=Nc2ccccc2C2=NC(CCC(=O)NCc3ccc(F)cc3)C(=O)N12 (stereo not drawn) → 0.2	-4.6	-4.7	-7.7	-5.7	0.3	-3.7	-4.4	87.6
# Entry for Cc1nc(NC(=O)C2CC2)sc1C(=O)Nc1ccc(Br)cc1 → -0.1	-0.9	5.5	-1.8	7.6	1.7	-5.4	1.7	97.4

# Not a hit list, and some 2.3% of all compounds hit somewhere here.
